Source: PubChem BioAssay (several laboratories)
IDE act: IDE (human) activation, cell-based | P14735 | AID 493087 | actives 0.073% (n = 340,000) | activation, % at 5.96 µM | HEK cells, FAbeta-B cleavage, fluorescence polarization; 0% vehicle, 100% cell-free pure enzyme wells;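 active = activation above the mean of all tested compounds plus 3 SD, set per screening campaign, cut at about 17% in these data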
Target sequence (P14735 whole entry, looked up): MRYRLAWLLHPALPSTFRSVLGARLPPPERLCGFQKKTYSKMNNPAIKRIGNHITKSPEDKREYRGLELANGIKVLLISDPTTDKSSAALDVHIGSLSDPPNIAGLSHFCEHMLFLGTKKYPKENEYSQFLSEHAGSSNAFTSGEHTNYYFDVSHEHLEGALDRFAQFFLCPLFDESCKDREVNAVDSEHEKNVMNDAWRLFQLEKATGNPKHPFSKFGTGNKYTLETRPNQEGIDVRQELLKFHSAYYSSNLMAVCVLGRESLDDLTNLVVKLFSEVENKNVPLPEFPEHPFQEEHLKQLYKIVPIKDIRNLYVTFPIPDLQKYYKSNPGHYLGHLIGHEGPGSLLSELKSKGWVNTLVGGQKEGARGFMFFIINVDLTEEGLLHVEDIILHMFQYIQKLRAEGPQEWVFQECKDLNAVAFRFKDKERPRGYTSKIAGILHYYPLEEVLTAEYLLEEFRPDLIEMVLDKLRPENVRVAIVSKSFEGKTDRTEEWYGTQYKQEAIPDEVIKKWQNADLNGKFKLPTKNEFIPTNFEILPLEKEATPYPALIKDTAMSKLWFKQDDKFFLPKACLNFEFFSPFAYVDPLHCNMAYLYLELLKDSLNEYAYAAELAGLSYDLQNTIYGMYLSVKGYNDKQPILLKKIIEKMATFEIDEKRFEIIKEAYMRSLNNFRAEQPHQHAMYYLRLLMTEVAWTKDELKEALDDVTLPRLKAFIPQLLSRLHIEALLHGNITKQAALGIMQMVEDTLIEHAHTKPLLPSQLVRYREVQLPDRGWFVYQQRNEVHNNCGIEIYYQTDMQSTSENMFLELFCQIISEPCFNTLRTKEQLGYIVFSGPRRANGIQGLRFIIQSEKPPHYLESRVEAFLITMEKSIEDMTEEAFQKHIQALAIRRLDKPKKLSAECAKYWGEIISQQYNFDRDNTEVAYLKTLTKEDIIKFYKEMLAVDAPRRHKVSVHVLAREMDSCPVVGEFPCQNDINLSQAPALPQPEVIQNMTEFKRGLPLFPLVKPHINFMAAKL
p-CIP stab down: lowers stability of the mouse p/CIP coactivator protein. Q05BA5. actives 0.01% (n = 290,000). F442A p/CIP-EGFP cells, EGFP fluorescence, 16 h. decrease of EGFP signal, % at 10 µM;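 active = EGFP signal decrease of at least 30% at 10 µM or well 3 SD below plate mean, unless failing retest; inactive = the rest, including hits failing retest or dose response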; also: some compounds called inactive have numbers as strong as hits; many of its hits are not listed in these tables
IDE inh: inhibits human insulin-degrading enzyme in HEK cells; P14735; FAbetaB cleavage, fluorescence polarization; inhibition, % at 5.59 µM; actives 0.41% (n = 320,000); AID 434962;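 active = percent inhibition above the average of all tested compounds plus 3 SD, set per screening campaign, cut at about 16% in these data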;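 also: IDE supplied by intact live HEK cells; FP after avidin binding of uncleaved biotin substrate so inhibition keeps polarization high; 0% = DMSO wells and 100% = 60 µM reference IDE inhibitor Ii1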
SUMO HTRF inh: SUMOylation inhibition; P63279; inhibition, % at 35 µM; actives 0.36% (n = 290,000); HTRF SUMOylation assay, SAE1/SAE2 + UBC9, in vitro; in the data active = inhibition above about 50%, passing the limit was not always enough; inconclusive = no clear call, values can overlap the other calls; also: strong numbers were not always called active
MEKK3 PB1 HTS: modulators (inhibitors or enhancers) of MEK5 binding to human MEKK3 PB1 domain. actives 1.4% (n = 290,000). AID 1529. binding response (% of control), % at 10 µM. Q99759. bead-based flow cytometry, Alexa488-MEK5 binding to MEKK3; actives lie on both sides; 0 = blocked by unlabeled MEK5, 100 = vehicle;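 active = binding response more than 3 SD above or below the average of its plate-row segment, actives on both sides; inconclusive = wells at one plate position flagged as instrument error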;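 also: Alexa488 bead fluorescence after subtracting the streptavidin-only scavenger bead signal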
MEKK2 WT-MEK5: raises or lowers MEK5 binding to wildtype human MEKK2 PB1 domain; bead flow cytometry, Alexa488-MEK5 binding to MEKK2 WT; actives lie on both sides; Q9Y2U5; actives 1.1% (n = 290,000); binding response (% of control), % at 10 µM; in the data active = binding response below about 67% or above about 130%; inconclusive = no clear call, values can overlap the other calls; inactive = in between
M18AAP inhibitor: blocks P. falciparum M18 aspartyl aminopeptidase | actives 1.2% (n = 290,000) | recombinant PfM18AAP, H-Glu-NHMec fluorogenic cleavage | AID 1822 | inhibition, % at 7.35 µM;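 active = inhibition above the campaign mean inhibition over all tested compounds plus 3 SD, cut at about 28% in these data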;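 also: 0% = plate median of test compound wells and 100% = 2 mM ZnCl2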
NALP1 yeast inh: NALP1 inhibition; S. cerevisiae NALP1/ASC/caspase-1 growth, X-gal OD620, 72 h; inhibition, % at 10 µM; actives 0.61% (n = 280,000); AID 2071; in the data active = inhibition mostly above about 24%, no sharp cut-off; inactive = mostly below about 32%; also: some compounds called inactive have numbers as strong as hits
MEKK2 mut-MEK5: signal of MEK5 binding to mutant human MEKK2 PB1 domain; bead flow cytometry, Alexa488-MEK5 binding to MEKK2 mutant; percent response, % at 10 µM; actives 0.35% (n = 290,000); AID 1530; in the data active = percent response above about 24%, passing the limit was not always enough; also: inactives centre near 1; some results filed as inactive read as strong as hits; reference of the scale not given here
Active calls of the source: *; ? = inconclusive; nt = no result given. Only part of the results is shown (hit frequency here may not be typical).

SMILES | IDE act | p-CIP stab down | IDE inh | SUMO HTRF inh | MEKK3 PB1 HTS | MEKK2 WT-MEK5 | M18AAP inhibitor | NALP1 yeast inh | MEKK2 mut-MEK5
Nc1c(C(=O)NCC2CCCO2)sc2nc3c(c(-c4ccco4)c12)CC/C3=C\c1ccco1 (stereo unspecified) | 0 | -12 | nt | ? | 100 | 60 | 24 | 33 | -2
COC(=O)Cc1[nH]n(-c2nc3ccccc3s2)c(=O)c1C(C)=Nc1ccc(C)cc1 | 5 | -26 | 0 | 14 | 101 | 95 | 10 | 8 | 0
CSc1ccccc1NC(=O)CN(Cc1ccc(Cl)cc1)S(C)(=O)=O | -3 | -29 | 8 | -2 | 95 | 94 | -2 | 14 | -4
COc1ccc(/C(C)=C2\SC(=S)N(CCC(=O)O)C2=O)cc1 | 2 | -5 | 4 | 25 | 103 | 104 | 12 | -13 | 4
Clc1cccc(Cc2ccc(Cl)nn2)c1 | 1 | -13 | -1 | 24 | 119 | 105 | -18 | 3 | 3
COc1ccc(Cn2c(=O)[nH]c3cc(C(=O)NCCc4ccc(S(N)(=O)=O)cc4)ccc3c2=O)cc1 | 0 | 4 | 3 | 1 | 99 | 95 | 1 | 15 | -3
COc1ccc(Nc2cc(Cl)nc(N)n2)cc1OC | 2 | -5 | -1 | -6 | 99 | 98 | -2 | 17 | -2
CCOc1ccccc1NC(=O)C(NCCN(C)C)c1ccccc1 (stereo unspecified) | 3 | 5 | 1 | 22 | 98 | 96 | -11 | 13 | -3
CCOC(CNC(=O)CCc1c(C)nc2nc(C)nn2c1C)OCC | 1 | -10 | 6 | 20 | 99 | 100 | 2 | 9 | 2
CCN(C(=O)Cc1ccc(Br)cc1)C1CCCCC1 | -2 | -17 | -4 | -3 | 104 | 109 | -2 | 10 | 3
CCN(CC)c1ccc(C(=O)N2CCN(Cc3ccccc3)CC2)cc1 | 2 | 3 | 2 | -14 | 95 | 99 | 3 | 28 | -1
COc1ccccc1CN1CCN(Cc2nc(-c3ccc(C)cc3)oc2C)CC1 | 4 | -4 | -2 | 11 | 102 | 118 | 1 | 11 | 11
CCCC(=O)Nc1cc(-c2nnc(OC)c3ccccc23)ccc1N1CCOCC1 | 6 | nt | 0 | nt | 103 | 104 | -5 | nt | 6
O=C(NCCC1=CCCCC1)c1cc(COc2c(F)cccc2F)on1 | 5 | 5 | -1 | -6 | 99 | 100 | 0 | 11 | -1
CCc1ccc(/C(C)=N/NC(=O)c2ccccn2)cc1 | -1 | 2 | -14 | 8 | 100 | 100 | 0 | -6 | 0
CCc1ccc(NC(=O)CSCCO)cc1 | 2 | -8 | 2 | 0 | 92 | 94 | -3 | 25 | -3
COc1ccc(OCC(=O)Nc2ccc(N3CCOCC3)cc2)cc1 | 5 | 0 | 0 | 1 | 98 | 97 | 6 | 11 | 0
CCOc1ccc(Cl)cc1CNCCNCCO | -1 | -2 | 7 | -7 | 108 | 105 | 3 | 11 | 2
Cc1ccc(-c2csc(NC(=O)CSc3nnc4c(n3)[nH]c3ccccc34)n2)cc1 | -3 | -4 | -3 | 23 | 83 | 76 | 2 | 32 | -6
C#CCOC(=O)CCC(=O)NCCc1ccccc1 | 1 | 0 | 3 | 1 | 99 | 97 | -12 | 15 | 0
CCc1ccccc1NC(=O)c1cc(=O)c2ccccc2o1 | 6 | 1 | 1 | 8 | 93 | 91 | -3 | 7 | -9
CC(NCC(O)COc1ccc(Br)cc1)c1ccccc1 (stereo unspecified) | -3 | -9 | 2 | 1 | 100 | 113 | 0 | 16 | 7
Cc1cccc(N(CC(=O)NC2CCCC2)C(=O)c2c(C)noc2C)c1 | 6 | -2 | 5 | -9 | 102 | 107 | -12 | -6 | 3
Cc1cc(=O)n2[nH]c(-c3ccsc3-n3c(C)ccc3C)cc2n1 | -1 | -10 | 12 | 65* | 83 | 78 | 23 | nt | -24
COC(=O)c1c(NC(=O)c2ccco2)sc(C(=O)N(C)C)c1C | -2 | 4 | 6 | 2 | 96 | 97 | 2 | 7 | 2
Next structures:
SMILES | IDE act | p-CIP stab down | IDE inh | SUMO HTRF inh | MEKK3 PB1 HTS | MEKK2 WT-MEK5 | M18AAP inhibitor | NALP1 yeast inh | MEKK2 mut-MEK5
Brc1ccc(NCc2cccc3ccccc23)nc1 | -1 | 1 | 6 | 14 | 98 | 105 | -1 | 24 | 4
Clc1ccc(-n2nnc(-c3cccnc3)n2)cc1Cl | -6 | -5 | 4 | -11 | 74 | 70 | -5 | 12 | 2
Cc1cccc(NC(=O)Cc2ccc(F)cc2)c1 | 7 | -1 | -4 | 16 | 109 | 111 | 1 | 12 | 13
O=C(Cc1c[nH]c2ccccc12)N/N=C/c1cccc(F)c1 | 5 | -8 | -1 | -4 | 95 | 106 | 2 | 25 | 2
CCOc1ccc(C(=O)NC(C(=O)NCc2ccccn2)C(C)C)cc1 (stereo unspecified) | 8 | -7 | -2 | -3 | nt | nt | 1 | 0 | nt
COC(=O)c1c(NC(=O)CC2SCC(C(=O)OC)NC2=O)sc2c1CCCC2 (stereo unspecified) | -2 | -12 | 5 | 6 | 102 | 101 | -9 | 4 | -2
O=C(NCC1CCCCC1)c1cccc(S(=O)(=O)NCc2cccnc2)c1 | 7 | -8 | 1 | 12 | nt | nt | 5 | -3 | nt
N#CC(C(=O)O)=C1CCCC1 | 2 | -1 | -4 | 11 | 97 | 97 | -1 | 15 | 0
Cc1nc2ccccc2nc1SCC(=O)N1CCC(C)CC1 | 2 | -2 | 3 | -17 | 104 | 105 | 4 | -3 | -1
COc1ccc(-c2nnc(S/C(=C/c3ccc(Cl)cc3)C(=O)O)o2)cc1 | 1 | 0 | 4 | 29 | 95 | 101 | 8 | 14 | -1
COc1ccc2cc(-c3[nH]ncc3CN3CCCCO3)ccc2c1 | -1 | -7 | -7 | 6 | 100 | 95 | -5 | 0 | -11
CC(=O)NS(=O)(=O)c1ccc(NS(=O)(=O)c2ccc3ccccc3c2)cc1 | 0 | 7 | 1 | 0 | 102 | 99 | -1 | 3 | -1
CSCCC(NC(=O)c1ccc(Cl)cc1)C(=O)OCC(=O)Nc1ccc(C#N)cc1 (stereo unspecified) | 5 | 0 | 4 | 17 | 100 | 93 | -1 | 13 | 1
COc1ccc(S(=O)(=O)Nc2ccccc2C(=O)Nc2nc(-c3ccc(F)cc3)cs2)cc1OC | 3 | -8 | -6 | 42 | 97 | 88 | -2 | 27 | -2
COC(=O)CCn1c(C)cc(C(=O)COc2ccccc2C(N)=O)c1C | 1 | -38 | -1 | 6 | 105 | 103 | 1 | 6 | -2
Cc1ccc(C)c(NS(=O)(=O)c2ccc(OCC(=O)NCc3ccco3)cc2)c1 | 2 | -5 | 7 | -9 | 104 | 103 | 3 | 17 | 4
NC(=O)CC(NC(=O)Cc1cccc2ccccc12)c1ccc(N2CCC(N3CCCC3)CC2)c([N+](=O)[O-])c1 (stereo unspecified) | 5 | 1 | 8 | -4 | 98 | 104 | -3 | 27 | 1
COc1ccc(NC(=O)CCC(=O)Nc2nnc(C(F)(F)F)s2)c(OC)c1 | 0 | 1 | 5 | 1 | 105 | 111 | 8 | 4 | 8
O=C(CN1CCN(c2ccccn2)CC1)N1CC(O)CO1 (stereo unspecified) | 4 | 1 | 5 | 12 | 97 | 90 | 2 | 1 | -4
COc1ccc(C2Nc3ccccc3C(=O)N2c2ccccc2)cc1CN1CCOCC1 (stereo unspecified) | -1 | -13 | 1 | 20 | 96 | 95 | 8 | -6 | -3
COC(=O)c1cn(NC(=O)c2cnccn2)c(=O)c2ccccc12 | 5 | 8 | -2 | 4 | 101 | 100 | -6 | 2 | -1
CCc1ccc2[nH]c(=O)c(C3C(C#N)=C(N)Oc4c3ccc3cccnc43)cc2c1 (stereo unspecified) | 5 | 3 | 7 | 39 | 103 | 102 | 15 | -22 | 2
CC1CCCN(S(=O)(=O)c2ccc(NC(=O)CN3CCCCC3)cc2)C1 (stereo unspecified) | -2 | -1 | -4 | 3 | 102 | 103 | -2 | -7 | 2
Cc1c(C(=O)OCC(=O)N2CCCC2)cccc1[N+](=O)[O-] | -2 | -2 | 3 | 0 | 100 | 105 | 0 | 11 | 6
O=C1CC(=Nc2ccccc2)NN1c1ccccc1 | 6 | 3 | -2 | 41 | 109 | 110 | 25 | 2 | 5

Four entries from above, set out differently.
Values run as follows: IDE act, p-CIP stab down, IDE inh, SUMO HTRF inh, MEKK3 PB1 HTS, MEKK2 WT-MEK5, M18AAP inhibitor, NALP1 yeast inh, MEKK2 mut-MEK5
N#CC(C(=O)O)=C1CCCC1
→ 2, -1, -4, 11, 97, 97, -1, 15, 0
CSCCC(NC(=O)c1ccc(Cl)cc1)C(=O)OCC(=O)Nc1ccc(C#N)cc1 (stereo unspecified)
→ 5, 0, 4, 17, 100, 93, -1, 13, 1
COc1ccc(C2Nc3ccccc3C(=O)N2c2ccccc2)cc1CN1CCOCC1 (stereo unspecified)
→ -1, -13, 1, 20, 96, 95, 8, -6, -3
Clc1ccc(-n2nnc(-c3cccnc3)n2)cc1Cl
→ -6, -5, 4, -11, 74, 70, -5, 12, 2

(continued)
SMILES | IDE act | p-CIP stab down | IDE inh | SUMO HTRF inh | MEKK3 PB1 HTS | MEKK2 WT-MEK5 | M18AAP inhibitor | NALP1 yeast inh | MEKK2 mut-MEK5
Cc1ccc(C(NC(=O)c2ccccc2)C(Cl)Cl)cc1 (stereo unspecified) | 0 | 2 | -7 | -17 | 107 | 101 | -3 | 20 | -2
CCOC(=O)COc1ccc(S(=O)(=O)N2CCN(c3ccc(F)cc3)CC2)cc1 | 4 | 1 | 2 | -7 | 119 | 113 | -1 | 7 | 12
Cn1cccc1Cc1nnc(SCC(=O)Nc2ccccc2F)n1CCc1ccccc1 | 4 | -7 | 0 | -1 | 100 | 97 | -6 | 25 | 1
O=C(COc1ncnc2ccccc12)N1CCOCC1 | 0 | 3 | 0 | -14 | 102 | 102 | -9 | 15 | 1
COc1ccc(S(=O)(=O)N2CCC(NC(=O)C3CCCCC3)CC2)cc1 | -5 | 0 | -1 | -6 | 100 | 94 | 0 | 2 | 0
c1cnc2c(OCc3cn4cccnc4n3)cccc2c1 | 5 | 0 | 5 | 6 | 98 | 98 | 7 | 14 | 3
Cc1cc(C(=O)NNC(=S)NC(=O)/C=C/c2ccccc2Cl)n[nH]1 | 4 | -8 | 1 | -138 | 110 | 108 | 5 | 14 | 12
O=C(Nc1cc(C(F)(F)F)cc(C(F)(F)F)c1)Nc1cnn(-c2ccc([N+](=O)[O-])cc2)c1C(F)(F)F | 3 | -2 | 3 | -12 | 104 | 127 | -9 | -9 | 8
CC(C)(C)c1ccc(OCCn2ccccc2=O)cc1 | 2 | 1 | 9 | 0 | 107 | 103 | 2 | 0 | -1
CCOC(=O)c1ccc(NC(=O)CSc2nnc(COc3ccccc3OC)n2C)cc1 | -4 | -4 | -4 | 22 | 97 | 99 | -1 | 4 | -1
CCn1ncc(Cl)c1C(=O)NC(=S)Nc1c(C)cc(C)cc1[N+](=O)[O-] | -4 | -2 | 2 | -1 | 109 | 104 | 3 | 15 | 2
CCOc1ccc(C(=O)NC(=S)N2CCN(c3ccc(C(F)(F)F)cc3[N+](=O)[O-])CC2)cc1 | 4 | 2 | -1 | 5 | 96 | 94 | 8 | 16 | -2
C=CCNc1nc(N2CCOCC2)nc(N2CCOCC2)n1 | -4 | -14 | 3 | -4 | 104 | 103 | -4 | 3 | 7
O=C(Nc1cc([N+](=O)[O-])ccc1N1CCCC1)c1cccs1 | 2 | 5 | 8 | -10 | 102 | 98 | 12 | 1 | -5
Cc1ccnc(NC(=O)CN2C(=O)c3ccccc3C2=O)c1 | 1 | -2 | -3 | -18 | 98 | 98 | -2 | -4 | -3
